From PubChem BioAssay
GALR2 antag = blocks the human galanin receptor 2; actives 0.39% (n = 140,000); GALR2-expressing cells, antagonist mode; inhibition, % at 4 µM; in the data active = inhibition above about 27%;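 also: cells stimulated with galanin 1-16 at roughly its EC80; 0% = agonist challenge control and 100% = basal control without agonist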
Target sequence (O43603 whole entry, looked up): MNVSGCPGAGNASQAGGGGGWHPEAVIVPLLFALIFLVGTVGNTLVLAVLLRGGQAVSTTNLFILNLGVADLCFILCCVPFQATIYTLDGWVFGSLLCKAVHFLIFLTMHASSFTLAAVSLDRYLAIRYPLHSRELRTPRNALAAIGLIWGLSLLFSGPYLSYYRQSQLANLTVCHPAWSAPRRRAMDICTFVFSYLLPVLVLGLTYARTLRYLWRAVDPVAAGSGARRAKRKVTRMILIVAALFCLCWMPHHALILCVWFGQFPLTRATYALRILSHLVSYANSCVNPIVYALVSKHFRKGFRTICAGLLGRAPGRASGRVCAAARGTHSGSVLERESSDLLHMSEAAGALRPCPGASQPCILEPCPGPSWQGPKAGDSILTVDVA
NPY Y2 blocker = blocks the human neuropeptide Y Y2 receptor | actives 0.99% (n = 140,000) | P49146 | inhibition, % at 2.7 µM | NPY-Y2 expressing cells, antagonist mode; in the data active = inhibition above about 17%;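 also: 0% = vehicle with agonist challenge and 100% = reference antagonist with challenge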
Target sequence (P49146 whole entry, looked up): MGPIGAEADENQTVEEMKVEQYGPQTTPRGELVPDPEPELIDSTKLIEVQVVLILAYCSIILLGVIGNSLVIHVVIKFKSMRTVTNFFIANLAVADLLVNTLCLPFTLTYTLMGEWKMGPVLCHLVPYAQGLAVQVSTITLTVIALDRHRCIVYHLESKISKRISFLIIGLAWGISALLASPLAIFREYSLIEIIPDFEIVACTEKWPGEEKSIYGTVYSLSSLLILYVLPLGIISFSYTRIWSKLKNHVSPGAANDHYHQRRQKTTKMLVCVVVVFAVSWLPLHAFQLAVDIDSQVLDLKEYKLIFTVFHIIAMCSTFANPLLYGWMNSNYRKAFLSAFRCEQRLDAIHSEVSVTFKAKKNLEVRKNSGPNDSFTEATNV
MRP1 act = MRP-1 activation; actives 0.61% (n = 140,000); AID 799; viability increase, % at 10 µM; H69AR cells + doxorubicin, viability rescue, CellTiter-Glo;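 active = viability gain under doxorubicin at or above a set limit, the compound median plus 3 SD, cut at about 4.7% in these data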;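 also: MRP-1 overexpressing cells given doxorubicin 25 µM after compound pretreatment; 18-22 h compound pretreatment then 72 h with doxorubicin before readout; 0% = doxorubicin-only wells and 100% = vehicle-treated cells without doxorubicin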
PTEN del growth = growth suppressors of cells with PTEN tumor suppressor deletion. HCT116 PTEN-null viability, CellTiter-Glo, 60 h; hits give low values. viability, % at 10 µM. actives 1.2% (n = 140,000);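 active = viability at or below a set limit, 4 SD under the median of all tested compounds, cut at about 3.7% in these data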;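 also: PTEN knockout HCT116 line with beta catenin targeted HCT116 as companion control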
Phagocytosis inh = macrophage phagocytosis inhibition; actives 0.07% (n = 110,000); J774A.1 macrophage IgG-bead phagocytosis, imaging; inhibition, % at 5 µM; AID 1029;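 active = inhibition above the mean of the plate negative controls plus 5 SD, cut at about 13% in these data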;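 also: phagocytic index as fraction of beads internalized from green versus red external bead signal; plate controls were DMSO negative control for no effect and cytochalasin-D positive control for full effect; some results beyond the cut were filed as inactive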
BB579 growth dn = chemicals that inhibit yeast BB579 growth in restrictive medium (lifespan-shortening candidates); AID 804; S. cerevisiae BB579 growth, OD615, 48 h; inhibition, % at 10 µM; actives 0.51% (n = 140,000);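 active = inhibition above a set limit, 3 SD over the mean compound inhibition, cut at about 44% in these data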; also: inactives centre near -24
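Test system: Saccharomyces cerevisiae DeaD strain BB579, replicative lifespan model yeast | Buffer or medium: Restrictive CSMM-D medium | Doses: One dose, 10 µM compound with 0.25% DMSO | Incubation: 48 h exposure, 30 °C | Detection: Culture absorbance at 615 nm | Control set: Amphotericin B at 10 µg/mL as positive control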
E-sel TNF inh = blocks E-selectin expression induced by TNF alpha; HUVEC TNFa-induced E-selectin immunofluorescence, high content; inhibition, % at 2 µM; actives 0.71% (n = 120,000);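 active = inhibition above the batch mean plus 3 SD, and confirmed as a hit on visual image review, cut at about 43% in these data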;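 also: 0% = TNF-stimulated DMSO wells and 100% = unstimulated control wells; not every result past the cut was called active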
Yeast life ext = extends the lifespan of yeast; S. cerevisiae growth with nicotinamide, OD615; deaD strain in restrictive glucose medium; inhibition of the nicotinamide effect, % at 10 µM; actives 0.68% (n = 130,000); AID 775;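 active = inhibition above a set limit, placed 3 SD over the median of all compounds, cut at about 26% in these data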;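 also: 0% = nicotinamide-treated wells and 100% = cells grown without nicotinamide; some compounds called inactive have numbers as strong as hits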
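assay system = DeaD-strain S. cerevisiae | measured by = absorbance at 615 nm | probe or stimulus = nicotinamide 1.5 mM | buffer or medium = CSMM-D glucose medium, restrictive | times = 48 h at 30 °C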
HCT116 bCat-KO = beta-catenin-lacking colon tumor cell growth suppression; HCT116 beta-catenin knockout viability, CellTiter-Glo, 60 h; hits give low values; viability, % at 10 µM; actives 1.5% (n = 140,000); AID 818;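 active = viability at or under a set limit, the compound median less 4 SD, cut at about 6% in these data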;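 also: 0% = Hyamine 1622 control at 20 µM and 100% = untreated cell control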
Measles CPE = protection of cells from measles virus; Measles virus-infected cells, CPE protection, absorbance; protection (pct of control), % at 4 µM; actives 1.5% (n = 140,000); AID 841; in the data active = protection mostly above about 24%, no sharp cut-off; inactive = mostly below about 26%; also: some compounds called inactive have numbers as strong as hits
Numbers without * were called inactive; / = no result given.

The opening 11 compounds as a preview:
SMILES	GALR2 antag	Measles CPE	Yeast life ext	PTEN del growth	BB579 growth dn	E-sel TNF inh	HCT116 bCat-KO	MRP1 act	Phagocytosis inh	NPY Y2 blocker
CCOC(=O)C(C(=O)OCC)N(C#N)c1nc(SC)nc(N(C)C)n1	1.2	21.8	-2.4	87.4	-1.4	-17.3	77.7	-3.0	-0.8	-0.8
CNS(=O)(=O)c1cccc2cccnc12	6.9	7.6	1.9	96.8	-22.2	20.7	93.0	-1.0	-0.8	2.4
O=C(O)[C@H]1CCCC[C@H]1C(=O)NCCNC(=O)[C@@H]1CCCC[C@@H]1C(=O)O	2.5	3.5	0.9	111.9	-46.6	-5.0	104.2	-1.1	-3.0	-1.8
CSc1nc2nc(C(F)(F)F)cc(-c3ccccc3)n2n1	-4.7	9.9	-14.8	83.3	-25.4	-8.0	74.3	-1.8	-0.5	-0.2
O=C(Nc1cccc(S(=O)(=O)Nc2ccc(Cl)cc2)c1)c1cc2c(s1)CCCC2	-5.3	6.4	-2.1	37.8	-46.5	18.4	31.1	-3.7	-2.3	1.1
O=c1cc(O)nc(SCc2ccccc2)n1-c1ccc(F)cc1	6.8	14.2	-12.4	96.7	-43.3	-61.2	99.8	0.0	0.4	3.0
CCCNCC1C(Oc2ccc(Cl)cc2)C(=O)N1c1ccccc1C (stereo unspecified)	13.7	4.5	0.5	64.2	-47.3	/	69.6	-3.4	-9.4	2.5
O=C(OCCN1C(=O)CCC1=O)c1ccc(S(=O)(=O)N2CCCCC2)cc1	-3.5	5.5	-4.6	105.6	-15.2	0.1	93.0	-0.5	1.8	-1.9
CCc1ccccc1NC(=O)CCCSc1nc2ccccc2s1	-11.8	9.4	7.5	77.5	-34.0	0.2	74.5	-4.1	-6.0	9.9
COc1ccc(C(=O)Nc2ccc3nc4n(c(=O)c3c2)CCCC4)cc1[N+](=O)[O-]	-12.5	10.9	4.0	83.2	-26.1	0.3	73.4	-0.6	-10.2	-2.1
Cc1cc(C(=O)Nc2sc(C)c(C)c2C#N)c(C)o1	6.3	10.8	-12.3	85.6	-68.5	46.8	81.8	0.0	0.4	-1.0

Results, from the start:
SMILES	GALR2 antag	Measles CPE	Yeast life ext	PTEN del growth	BB579 growth dn	E-sel TNF inh	HCT116 bCat-KO	MRP1 act	Phagocytosis inh	NPY Y2 blocker
CCOC(=O)C(C(=O)OCC)N(C#N)c1nc(SC)nc(N(C)C)n1	1.2	21.8	-2.4	87.4	-1.4	-17.3	77.7	-3.0	-0.8	-0.8
CNS(=O)(=O)c1cccc2cccnc12	6.9	7.6	1.9	96.8	-22.2	20.7	93.0	-1.0	-0.8	2.4
O=C(O)[C@H]1CCCC[C@H]1C(=O)NCCNC(=O)[C@@H]1CCCC[C@@H]1C(=O)O	2.5	3.5	0.9	111.9	-46.6	-5.0	104.2	-1.1	-3.0	-1.8
CSc1nc2nc(C(F)(F)F)cc(-c3ccccc3)n2n1	-4.7	9.9	-14.8	83.3	-25.4	-8.0	74.3	-1.8	-0.5	-0.2
O=C(Nc1cccc(S(=O)(=O)Nc2ccc(Cl)cc2)c1)c1cc2c(s1)CCCC2	-5.3	6.4	-2.1	37.8	-46.5	18.4	31.1	-3.7	-2.3	1.1
O=c1cc(O)nc(SCc2ccccc2)n1-c1ccc(F)cc1	6.8	14.2	-12.4	96.7	-43.3	-61.2	99.8	0.0	0.4	3.0
CCCNCC1C(Oc2ccc(Cl)cc2)C(=O)N1c1ccccc1C (stereo unspecified)	13.7	4.5	0.5	64.2	-47.3	/	69.6	-3.4	-9.4	2.5
O=C(OCCN1C(=O)CCC1=O)c1ccc(S(=O)(=O)N2CCCCC2)cc1	-3.5	5.5	-4.6	105.6	-15.2	0.1	93.0	-0.5	1.8	-1.9
CCc1ccccc1NC(=O)CCCSc1nc2ccccc2s1	-11.8	9.4	7.5	77.5	-34.0	0.2	74.5	-4.1	-6.0	9.9
COc1ccc(C(=O)Nc2ccc3nc4n(c(=O)c3c2)CCCC4)cc1[N+](=O)[O-]	-12.5	10.9	4.0	83.2	-26.1	0.3	73.4	-0.6	-10.2	-2.1

The results go on.
SMILES	GALR2 antag	Measles CPE	Yeast life ext	PTEN del growth	BB579 growth dn	E-sel TNF inh	HCT116 bCat-KO	MRP1 act	Phagocytosis inh	NPY Y2 blocker
Cc1cc(C(=O)Nc2sc(C)c(C)c2C#N)c(C)o1	6.3	10.8	-12.3	85.6	-68.5	46.8	81.8	0.0	0.4	-1.0
O=C1C=C(Nc2ccc(Cl)cc2)C(=O)N1c1ccc(Cl)cc1	1.7	3.6	4.3	97.8	-26.4	/	101.3	0.6	1.6	3.1
Cc1cc(C)c2c(c1)NC(c1cc3c(cc1Br)OCO3)C1CC=CC21 (stereo unspecified)	-0.8	11.6	0.7	66.2	-36.4	/	72.9	-0.1	/	1.3
Cc1cc(N2CCN(C)CC2)nc2ccc(NC(=O)CCC(=O)NCc3ccco3)cc12	6.3	3.4	-20.8	108.4	14.4	1.9	100.7	-2.4	/	-0.4
Cc1ccc(-c2noc(CCCC(=O)Nc3cccnc3)n2)cc1	17.2	5.5	-7.6	37.7	-40.3	11.6	29.6	-1.6	1.0	1.6
O=C(NC(=S)Nc1ccc(Oc2ccccc2)cc1)c1ccc(Cl)cc1	-0.7	20.2	-4.4	87.1	-41.2	6.5	77.9	-1.2	0.1	4.5
COc1ccccc1CP(=O)(c1ccccc1)c1ccccc1	-4.1	8.5	-1.4	83.0	-23.8	/	92.7	-2.3	0.5	3.0
CCN(CC)C(=S)SCC(=O)c1c(C)[nH]c2ccccc12	10.3	2.3	-5.5	86.4	-38.7	35.3	84.8	1.2	-6.2	-0.7
COc1ccc(N2CCN(C(=O)CNC(=O)Cn3c(C)cc4ccccc4c3=O)CC2)cc1	-3.7	6.1	-4.3	80.7	-33.9	/	77.3	-2.0	0.1	1.4
Cc1cccc(-c2nc(CS(=O)CC(=O)NCCCSC3CCCCC3)c(C)o2)c1 (stereo unspecified)	-4.4	6.5	-6.4	75.2	-32.1	-71.8	62.3	0.6	-1.2	10.7

(listing goes on)
SMILES	GALR2 antag	Measles CPE	Yeast life ext	PTEN del growth	BB579 growth dn	E-sel TNF inh	HCT116 bCat-KO	MRP1 act	Phagocytosis inh	NPY Y2 blocker
COC(=O)c1c(NC(=O)CSc2ncnc3c2cnn3-c2ccccc2Cl)sc2c1CCCC2	-12.4	2.7	/	74.9	-12.1	8.8	77.7	-0.1	/	0.4
CCC1CCCCN1C(=O)N[C@@H](CCSC)C(=O)OC (stereo partly specified)	-4.2	12.6	-4.8	103.6	-6.8	/	104.6	-2.1	-0.9	6.0
CCOC(=O)C1CN(S(=O)(=O)c2ccccc2)c2cc(S(=O)(=O)CC)ccc2O1 (stereo unspecified)	10.8	4.1	-4.5	98.5	-11.6	24.2	101.2	0.0	/	0.7
COC(=O)c1cn(NC(=O)c2cc(OC)c(OC)c(OC)c2)c(=O)c2ccccc12	9.7	3.5	-10.5	21.9	-12.2	-3.2	38.9	-1.2	/	0.3
Cc1cccc(N(CC(=O)NCc2ccccc2)C(=O)Cn2nnc(-c3ccc(C)o3)n2)c1	-2.9	3.1	-1.2	96.3	-64.0	0.3	95.7	-0.6	-0.8	4.2
COC(=O)c1c(NC(=O)/C=C/C(=O)O)sc(C)c1-c1ccc(C)c(C)c1	3.2	16.8	7.1	60.1	-29.7	/	60.7	-4.2	-3.7	0.6
COc1ccc(C2(O)CCN(C(=O)NC3CCCCC3)CC2)cc1	7.2	5.7	-5.8	95.5	5.5	7.7	93.3	-0.4	-0.7	-0.8
CC(C)Oc1ccc(C(=O)NC(=S)Nc2ccc(CN3CCOCC3)cc2)cc1	-1.8	6.5	2.3	93.4	-22.7	/	90.1	-2.0	-4.2	5.6
CCN1C(=O)CSc2ccc(C(=O)NCCCN3CCOCC3)cc21	-15.5	5.1	-7.9	95.9	-16.4	/	105.2	1.3	-0.4	2.3
C=CCn1c(Br)nc2c1c(=O)n(C)c(=O)n2C	0.7	3.7	-13.7	105.2	-23.9	12.6	108.8	-1.2	-0.5	1.8

The list goes on:
SMILES	GALR2 antag	Measles CPE	Yeast life ext	PTEN del growth	BB579 growth dn	E-sel TNF inh	HCT116 bCat-KO	MRP1 act	Phagocytosis inh	NPY Y2 blocker
CCOc1ccc(NC(=O)Cc2c(O)c3ccccc3[nH]c2=O)cc1	-7.7	/	-6.4	100.4	-64.2	24.5	107.3	-0.1	-1.4	1.8
CCOc1ccccc1N1CCN(S(=O)(=O)c2cccs2)CC1	-3.4	7.3	8.3	60.5	-46.4	-25.6	66.5	-1.2	-1.0	1.6
COCCn1c(C)cc(C(=O)CSc2cc(C)c3ccccc3n2)c1C	-1.6	3.8	5.2	71.2	-0.8	8.3	79.0	-1.5	3.6	9.9
COc1ccccc1NC(=O)c1ccc(NC(=O)CSc2nnnn2C)cc1	2.0	4.4	-10.6	91.3	-84.8	-20.6	81.3	-2.8	-0.1	0.6
CC(C)c1c(C#N)c(N)nc(SCC(=O)c2cc3ccccc3oc2=O)c1C#N	1.7	19.5	-9.9	94.2	-15.2	-9.7	92.0	0.8	-0.6	2.9
CCOC(=O)CN(C(=O)CN1CCOCC1)c1ccc(Br)cc1	-12.7	3.9	-19.0	91.8	-42.6	-0.4	93.9	-4.2	-0.6	-0.4
O=C(Nc1nnc(C2CC2)s1)c1cccc(S(=O)(=O)N2CC(c3ccccc3)CC2=O)c1 (stereo unspecified)	4.5	15.4	-9.7	102.4	-22.6	/	92.2	-1.4	-0.4	-0.1
COc1ccc(CCNC(=O)C2CC(=O)N(c3ccccc3)C2)cc1OC (stereo unspecified)	2.5	29.9	-3.9	99.8	-19.1	-2.2	110.0	0.4	-0.1	5.4
CCNC(=S)NNC(=O)c1cc(-c2cccc(OCC)c2)nc2ccccc12	-26.3	14.5	-11.0	111.8	-60.7	-4.7	110.1	0.4	-0.1	2.2
Cc1cc(C)c(S(C)(=O)=O)c(Oc2cccc(Cl)c2)n1	-13.9	2.6	-13.7	101.5	-41.2	/	100.2	-0.2	0.2	4.4

Following part.
SMILES	GALR2 antag	Measles CPE	Yeast life ext	PTEN del growth	BB579 growth dn	E-sel TNF inh	HCT116 bCat-KO	MRP1 act	Phagocytosis inh	NPY Y2 blocker
COC(=O)c1cn[nH]c1NC(=S)Nc1ccc(C)cc1Cl	10.7	15.9	-3.0	95.2	-25.2	1.1	92.3	3.2	-2.8	-1.6
CC1Cc2ccccc2N1C(=O)COC(=O)c1ccc(S(=O)(=O)N(C)C)cc1 (stereo unspecified)	-12.5	18.0	-6.6	97.0	-14.2	-39.2	97.4	-0.1	1.3	1.8
Nn1c(SCC(=O)NC2CCCc3ccccc32)nnc1-c1cccs1 (stereo unspecified)	0.6	4.7	-9.1	79.9	0.4	20.6	79.6	-3.8	-0.4	1.6
O=C1CC(N2CCN(C/C=C/c3ccccc3)CC2)C(=O)N1Cc1ccc(N2CCCC2=O)cc1 (stereo unspecified)	7.7	21.7	-5.8	74.2	-31.4	/	73.5	-0.9	1.2	0.9
